Screens deposited in PubChem BioAssay by National Center for Advancing Translational Sciences (NCATS).
TDP-43 yeast inh – inhibitors of TDP-43 toxicity in yeast; TDP-43 expressing yeast growth rescue, BacTiter-Glo, 24 h; Potency, µM (top dose mostly 46.1 µM), for inactives: at the top dose growth rescue (activation), hits mostly activators; hit rate 1.8% among 410,000; AID 652104; note: potency is the fitted concentration of half-maximal effect; % of control where 0% means no effect; nearly all actives have a fitted effect of over 50% in size
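Luminescence from BacTiter-Glo reports growth of TDP-43-expressing yeast after 24 hr at 30 deg C with compound. Cells were raffinose-pregrown to mid-log, then seeded in galactose medium at OD600=0.02.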
FUS yeast rescue – suppressors of FUS proteinopathy in yeast; S. cerevisiae FUS-expressing, growth rescue, OD600, 24 h; Potency, µM (highest dose often 76.6 µM), for the others: at the top dose growth rescue (activation), usual class: activators; hit rate 0.24% among 390,000; AID 1347120;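 note: potency is the fitted concentration of half-maximal effect; plate controls were DMSO vehicle for no effect and reference control for full effect; nearly all actives have a fitted effect of over 55% in size; some results filed as inactive show a strong effect at the top dose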
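Yeast expressing FUS under galactose induction, OD 0.005 in 2% galactose medium; compounds in a dilution series, 24 h at 30C. Growth rescue by absorbance at 600 nm; CP55940 positive control, DMSO negative.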
D3 antag – blocks the human D3 dopamine receptor. max response, negative = inhibition, %. hit rate 2.5% among 360,000. P35462. D3R cells, DiscoveRx beta-arrestin luminescence, antagonist mode; hits give low values; in the data active = max response below about -50%; inconclusive = no clear call, values can overlap the other calls; note: % is set by controls: 0 for no effect and ±100 for the full control effect; mostly tested at two doses, the higher about 12 µM
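Cells expressing the human receptor were seeded at 1500 cells/well, incubated overnight at 37 degrees C in 5% CO2, then exposed to library compounds with dopamine controls for 90 minutes at 37 degrees C before luminescent detection.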
Abeta yeast res – A-beta toxicity reversal in yeast; Potency, µM (top dose mostly 46.1 µM), inactives show at the highest dose growth rescue, most hits filed as activators; hit rate 0.063% among 410,000; yeast expressing A-beta42, growth rescue, OD600, 48 h; response scale: 0% DMSO, 100% iron-clioquinol control; AID 1347071; note: potency is the fitted concentration of half-maximal effect; nearly all actives have a fitted effect of over 55% in size
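Yeast growth medium received pinned compounds, then yeast cells expressing toxic A-beta were added; plates incubated at 30 C for 48 hr. Growth read as absorbance at 600 nm, normalized to DMSO and equimolar FeCl3 plus clioquinol controls.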
DRD3 agonist – activates the human D3 dopamine receptor. AID 652048. D3R DiscoveRx beta-arrestin cells, luminescence, 90 min. max activation, %. hit rate 0.58% among 410,000; in the data active = max activation above about 30%; note: 0% is about no effect; mostly tested at two doses, the higher about 12 µM
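Cells at 1500/well, incubated overnight, then treated with pinned compounds (dopamine as control) for 90 min at 37 degrees C. DiscoveRx reagent added for 30 - 60 minutes at room temperature; luminescence read.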
aSyn rescue – alpha-synuclein toxicity inhibition in yeast; hit rate 0.14% among 370,000; Potency, µM (doses to about 46.1 µM), without a hit: at the top dose growth rescue (activation), actives largely listed as activators; AID 652106; Yeast expressing alpha-synuclein, growth rescue, BacTiter-Glo, 24 h; note: potency is the fitted concentration of half-maximal effect; % of control where 0% means no effect; nearly all actives have a fitted effect of over 65% in size
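Galactose-induced alpha-syn yeast (OD600=0.02, raffinose-pregrown) + pinned cpd, 24 hr, 30 deg C; growth by BacTiter-Glo luminescence. Growth restoration scores as activation.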
EPAC2 ag – agonists of human EPAC2 (RAPGEF4) | Q8WZA2 | EPAC2 activation, biochemical qHTS; response scale: 100% = 6.5 mM cAMP response | Potency, µM (series often up to 154 µM), for inactives: at the top dose activation, actives largely listed as activators | hit rate 0.079% among 360,000; note: potency is the fitted concentration of half-maximal effect; nearly all actives have a fitted effect of over 50% in size
Target sequence (Q8WZA2 whole entry, looked up): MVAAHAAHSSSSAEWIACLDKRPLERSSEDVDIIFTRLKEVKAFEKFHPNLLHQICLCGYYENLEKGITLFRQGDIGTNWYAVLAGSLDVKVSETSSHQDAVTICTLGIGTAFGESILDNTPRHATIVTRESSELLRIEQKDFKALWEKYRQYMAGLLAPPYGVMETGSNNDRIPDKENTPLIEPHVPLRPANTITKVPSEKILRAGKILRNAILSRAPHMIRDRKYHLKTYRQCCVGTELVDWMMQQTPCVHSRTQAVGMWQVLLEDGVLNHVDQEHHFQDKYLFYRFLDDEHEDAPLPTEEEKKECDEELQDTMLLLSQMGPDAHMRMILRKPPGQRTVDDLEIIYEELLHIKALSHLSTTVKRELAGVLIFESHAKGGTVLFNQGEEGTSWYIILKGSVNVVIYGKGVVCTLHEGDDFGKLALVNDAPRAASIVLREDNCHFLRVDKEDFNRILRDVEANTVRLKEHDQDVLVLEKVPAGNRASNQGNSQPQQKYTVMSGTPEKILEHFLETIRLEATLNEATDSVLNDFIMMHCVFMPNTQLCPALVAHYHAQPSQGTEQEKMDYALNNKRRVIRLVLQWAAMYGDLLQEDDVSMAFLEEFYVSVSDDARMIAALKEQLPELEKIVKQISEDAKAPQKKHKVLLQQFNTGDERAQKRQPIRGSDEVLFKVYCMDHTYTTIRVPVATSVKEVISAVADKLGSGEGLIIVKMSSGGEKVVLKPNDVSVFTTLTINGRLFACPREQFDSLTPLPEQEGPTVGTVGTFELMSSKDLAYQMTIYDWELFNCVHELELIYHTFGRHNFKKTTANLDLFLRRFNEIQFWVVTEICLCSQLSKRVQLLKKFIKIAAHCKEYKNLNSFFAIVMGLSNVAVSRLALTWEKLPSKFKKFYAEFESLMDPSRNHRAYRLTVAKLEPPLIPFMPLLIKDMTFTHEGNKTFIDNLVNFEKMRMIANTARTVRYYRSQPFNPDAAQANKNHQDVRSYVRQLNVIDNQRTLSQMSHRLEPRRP
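Fluorescence exchange assay: 100 nM EPAC2 with 250 nM RAP1B-BODIPY-GDP and 50 uM GDP; compounds tested as a concentration-titration series (qHTS). Loss of Rap1-bound BODIPY-GDP fluorescence read at 480/540 nm; data normalized to 6.5 mM cAMP.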
EPAC2 antag – antagonists of human EPAC2; Q8WZA2; EPAC2 GEF exchange of Rap1B-BODIPY-GDP, fluorescence; AID 720708; hit rate 0.18% among 360,000; Potency, µM (top dose mostly 114 µM), inactives show at the highest dose activity, negative = inhibition, hits mostly inhibitors; note: potency is the fitted concentration of half-maximal effect; % is set by controls: 0 for no effect and ±100 for the full control effect; nearly all actives have a fitted effect of over 45% in size; many of its hits are not listed in these tables
Active calls of the source: *; ? = inconclusive; nt = not tested or not shown; [ ] = remark or other dose. Unless noted, calls come from the whole dose curve; as a rule, active = well fitted curve in the direction sought with a large enough effect; inconclusive = small, poorly fitted or top-dose-only effect, or another doubt; inactive = no such curve, though single readings can be large; an effect the other way counts as inactive or inconclusive. Some of the compounds tested; count on the stated rates, not on these rows.

structure	TDP-43 yeast inh	FUS yeast rescue	D3 antag	Abeta yeast res	DRD3 agonist	aSyn rescue	EPAC2 ag	EPAC2 antag
COC(=O)CN(C#N)c1nc(NC(C)C)nc(NC(C)C)n1	-7.1%	-9.7%	-3.1	-6.3%	-5.3	-4.9%	5.0%	6.0%[57.1 µM]
CCc1ccc(OCC(=O)N(Cc2ccc(Cl)cc2)C2CCS(=O)(=O)C2)cc1 (stereo not given)	14.4%	?	nt	-11.5%	-17.5	nt	nt	nt
COc1cc(C(=O)NCCc2sc(-c3ccc(C)cc3)nc2C)cc(OC)c1OC	16.0%	13.4%	nt	-7.0%	5.3	4.3%	nt	nt
O=C1CC(c2ccc(S(=O)(=O)N3CCN(c4ccccc4)CC3)cc2)CN1 (stereo not given)	-11.8%	-3.3%	-22.5	19.2%	-13.6	-1.4%	3.6%	-0.1%
NC(CO)c1csc(NC(=O)Nc2cccc(Cl)c2)n1 (stereo not given)	?	-13.8%	0.0	-10.2%	1.6	1.4%	4.7%	17.0%
CC(C)C[C@@H]1Cc2[nH][nH]c(=O)c2[C@H](CCc2ccccc2)O1	6.8%	?	-13.0	-12.9%	-3.2	-0.4%	1.9%	-9.5%
O=S(=O)(c1cc(Cl)cc(Cl)c1)N1CCCC1c1nc2ccccc2s1 (stereo not given)	3.2%	-6.0%	13.2	13.6%	1.7	5.3%	-5.0%	2.1%
COc1ccc(NS(=O)(=O)c2cccc(Cl)c2Cl)cc1S(=O)(=O)N1CCCCC1	5.5%	?	7.9	?	1.1	1.6%	10.6%	-8.6%
COc1cc(OC)cc(C(=O)N[C@H](C(=O)OCC(=O)NC(=O)NC(C)(C)C)C(C)C)c1	14.5%	25.2%	13.6	18.4%	5.2	6.7%	-0.2%	-6.3%
O=[N+]([O-])c1ccc2c(c1)C(N1CCN(CCO)CC1)Cc1ccc(F)cc1S2 (stereo not given)	0.7%	12.7%	-106.1*	-16.9%	-20.5	2.5%	7.8%	-12.1%

(listing goes on)
structure	TDP-43 yeast inh	FUS yeast rescue	D3 antag	Abeta yeast res	DRD3 agonist	aSyn rescue	EPAC2 ag	EPAC2 antag
O=C(CN1CCN(Cc2ccccc2Cl)C1=O)NC1CCCCCC1	11.4%	-9.5%	?	22.0%	-17.8	-14.5%	-2.0%	15.3%
O=C(Nc1cccc2ccccc12)NC1CC1	4.5%	-24.0%	-22.7	8.1%	-9.7	-2.4%	5.7%	2.8%
CC(NC(=O)c1ccc(S(=O)(=O)N(C)C)cc1)c1ccccc1 (stereo not given)	-2.8%	6.8%	6.8	1.7%	7.9	-3.7%	1.3%	11.1%
C=CCn1c(COc2cccc(C)c2)nnc1SCC(=O)c1c(N)n(C)c(=O)n(C)c1=O	16.1%	8.0%	-0.2	3.6%	5.2	0.2%	-0.4%	0.3%
CCCCn1c(N)c(N(CCOC)C(=O)COC(=O)CCOc2ccccc2C)c(=O)[nH]c1=O	-16.6%	20.5%	-5.2	-11.5%	-9.0	-1.6%	10.7%	20.0%
C1CCc2c(c(N3CCOCC3)nc3sc4c(N5CCOCC5)nnnc4c23)C1	-11.1%	-18.4%	10.8	1.8%	-9.7	-5.0%	10.0%	10.6%
Cc1cccc(NC(=O)Nc2ccc(Cl)cc2)n1	29.3%	-11.6%	5.0	5.5%	9.6	-1.3%	5.0%	-0.2%
Cc1cccc(C)c1Nc1nc2ccccc2nc1NS(=O)(=O)c1ccccc1	-5.3%	-9.8%	nt	-12.1%	-10.0	-2.1%	nt	nt
Cc1nn(CCCC(=O)NCc2ccc(OC(C)C)cc2)c(=O)c2c1sc1ccccc12	6.4%	-12.1%	nt	-16.8%	-7.2	nt	nt	nt
CC1CCN(c2ccc3c(c2)S(=O)(=O)c2cccc(C(=O)NCc4ccc(F)cc4)c2C3=O)CC1	0.0%	-11.0%	82.1	-7.1%	14.6	-3.5%	-102.6%[inhibitor]	381.4%[activator]

Another view of 2 compounds above.
O=C(CN1CCN(Cc2ccccc2Cl)C1=O)NC1CCCCCC1
  TDP-43 yeast inh: 11.4%
  FUS yeast rescue: -9.5%
  D3 antag: ?
  Abeta yeast res: 22.0%
  DRD3 agonist: -17.8
  aSyn rescue: -14.5%
  EPAC2 ag: -2.0%
  EPAC2 antag: 15.3%

O=C(Nc1cccc2ccccc12)NC1CC1
  TDP-43 yeast inh: 4.5%
  FUS yeast rescue: -24.0%
  D3 antag: -22.7
  Abeta yeast res: 8.1%
  DRD3 agonist: -9.7
  aSyn rescue: -2.4%
  EPAC2 ag: 5.7%
  EPAC2 antag: 2.8%

Continuation:
structure	TDP-43 yeast inh	FUS yeast rescue	D3 antag	Abeta yeast res	DRD3 agonist	aSyn rescue	EPAC2 ag	EPAC2 antag
O=c1cc(N2CCc3ccccc3C2)[nH]c(=O)n1-c1ccc(Cl)cc1	-25.6%	-1.0%	?	-4.7%	-15.8	-11.4%	-2.4%	7.9%
O=C(CCn1c(=O)oc2ccccc21)NCCC1=CCCCC1	20.8%	-2.6%	2.0	11.5%	-6.1	2.0%	-1.4%	-11.6%
COc1cccc(NC(=S)N(Cc2cccc(Br)c2)CC2CCC(C(=O)O)CC2)c1 (stereo not given)	-22.7%[0.397 µM]	58.7%	-4.9	18.6%	-3.8	15.5%	4.0%	-5.4%
Cc1ccc(NC(=O)C2(C)CCN2C(=O)Cc2ccc(-c3ccccc3)cc2)cc1 (stereo not given)	10.5%	45.7%	25.9	3.2%	5.8	20.9%	3.5%	1.8%
COc1ccc2[nH]c3c(c2c1)CCN1C(=O)N([C@@H](C)C(=O)NC2CCCC2)C(=O)[C@]31C	18.7%	0.4%	0.0	-2.9%	8.4	1.7%	0.4%	-5.7%
Cc1cc2c(cc1C)NC(=O)CC(C(F)(F)C(F)(F)C(F)(F)F)=N2	14.7%	10.2%	11.7	19.9%	-5.3	-0.6%	-15.1%	-5.3%
Cc1cc2nn(-c3ccc(F)cc3)nc2cc1NC(=O)c1cccc2ccccc12	12.7%	-11.2%	nt	-9.6%	5.0	?	nt	nt
CC(OC(=O)Cn1[nH]c(=O)c2ccccc2c1=O)C(=O)Nc1ccc(F)cc1Cl (stereo not given)	-24.7%	2.6%	6.8	-16.0%	-10.3	-4.4%	2.7%	11.8%
Cc1ccc(NC(=O)CSc2nc3sc(C)cc3c(=O)n2C)cc1	-7.8%	11.5%	-12.6	-6.4%	1.3	-8.0%	-0.6%	-3.5%
CSc1ccccc1Nc1ncnc(N)n1	19.1%	4.2%	10.7	2.3%	8.6	0.4%	4.3%	-3.1%

Further structures follow:
structure	TDP-43 yeast inh	FUS yeast rescue	D3 antag	Abeta yeast res	DRD3 agonist	aSyn rescue	EPAC2 ag	EPAC2 antag
CCCCCCCCCn1ccc(=N)cc1	-11.1%	-3.1%	8.6	-35.8%	6.3	-10.4%	-6.1%	-27.5%
Cc1ccccc1C(=O)Nc1cccc(C(=O)N/N=C/c2ccc3c(c2)OCO3)c1	-3.4%	20.5%	-21.2	3.5%	-4.6	0.0%	11.3%	-6.0%
CCN(c1ccccc1)S(=O)(=O)c1ccc(C(=O)Nc2c(C)n(C)n(-c3ccccc3)c2=O)cc1	0.0%	13.3%	-6.8	-6.3%	-5.4	-7.0%	6.8%	-2.6%
CC1=C(C(=O)N2CCOCC2)C(c2ccsc2)C2=C(CCCC2=O)N1 (stereo not given)	-17.3%	27.8%	-11.7	-0.4%	-12.0	8.8%	2.0%	-0.1%
COc1cc(/C=N/NS(=O)(=O)c2ccc(C)cc2)ccc1OCc1cccc(C(=O)O)c1	-10.1%	1.1%	-9.5	7.4%	7.3	-1.9%	2.2%	5.7%
Cc1cc(C)n(-c2ccc(C(=O)OC(C)C)cc2)n1	14.8%	-3.4%	-16.0	2.9%	-0.5	12.1%	-2.8%	-9.3%
O=C(NCc1nnnn1-c1cccc(F)c1)c1ccc(S(=O)(=O)N2CCOCC2)cc1	-4.6%	12.9%	2.7	0.4%	4.8	-5.1%	3.3%	-16.2%
O=S1(=O)N[C@H](Cc2ccccc2)COc2cccc(N3CCSCC3)c21	0.0%	?	-18.3	?	0.2	?	10.8%	-6.2%
O=C(/C=C/c1cccc(Cl)c1)NCc1cccs1	17.8µM*	-3.1%	0.8	-14.0%	-6.9	0.5%	5.9%	-1.1%
CCc1cc2c(C)cc(=O)oc2cc1OC(=O)C1CCCN1C(=O)OC(C)(C)C (stereo not given)	?	38.2%	11.7	-23.9%	3.6	1.2%	-0.6%	-3.1%

Other structures:
structure	TDP-43 yeast inh	FUS yeast rescue	D3 antag	Abeta yeast res	DRD3 agonist	aSyn rescue	EPAC2 ag	EPAC2 antag
COc1ccc(C2C(C(C)=O)=C(O)C(=O)N2CCCn2ccnc2)cc1OC (stereo not given)	8.1%	nt	-9.8	0.8%	1.7	-2.5%	4.5%	-5.6%
Cc1cc2c(c(=O)o1)C(C(C)C)C(C#N)=C(N)O2 (stereo not given)	13.6%	7.6%	20.9	12.0%	-4.2	-1.8%	-0.3%	13.1%
O=C(N/N=C/c1cccs1)C(=O)N1CCCC1	-0.8%	-3.2%	5.4	0.6%	10.2	-2.5%	8.1%	1.1%
COc1cccc(CN2CCN(Cc3ccco3)CC2)c1	4.7%	-17.3%	-2.1	-5.6%	-19.2	-1.2%	11.1%	1.3%
COc1c(C)cc(C(=O)C2CCCN(C(=O)c3ccc4cc[nH]c4c3)C2)cc1C (stereo not given)	-4.6%	29.1%	5.0	-26.0%	-5.0	13.7%	7.4%	-0.7%
C=CCn1cnc2c(nnn2-c2cc(C)cc(C)c2)c1=O	11.2µM*	0.0%	15.7	-4.4%	-1.2	2.1%	-8.8%	6.4%
COC(=O)c1c(NC(=O)COC(=O)[C@@H](NS(=O)(=O)c2ccc(C)cc2)C(C)C)sc2c1CCC2	-1.3%	32.2%	-8.6	-11.2%	0.0	15.5%	-12.2%	-8.7%
CC1(C(=O)NCc2cccs2)CCN1C(=O)Cc1ccc(Cl)cc1Cl (stereo not given)	?	3.1%	-20.3	7.8%	-6.2	1.7%	2.3%	12.0%
Cc1nnsc1C(=O)N1CCCC(N2CCN(c3ccc(F)cc3)CC2)C1 (stereo not given)	17.4%	nt	30.4	7.3%	3.3	-0.8%	0.4%	6.6%
CC1Sc2ccc(C(=O)N(CCc3ccccc3)Cc3ccccc3)cc2NC1=O (stereo not given)	-9.5%	?	-16.1	-3.0%	-7.3	20.7%	17.8%	-4.1%
